UBC9 SUMO inh: inhibitors of human SUMOylation (UBC9); HTRF SUMOylation assay, SAE1/SAE2 + UBC9, in vitro; inhibition, % at 35 µM; actives 0.36% (n = 290,000); AID 2006; in the data active = inhibition above about 50%, passing the limit was not always enough; note: strong numbers were not always called active
NS3 helicase inh: inhibitors of Hepatitis C virus NS3 helicase. AID 1800. inhibition, % at 10.9 µM. actives 0.56% (n = 290,000). NS3 helicase DNA unwinding, Cy5 molecular beacon fluorescence;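 active = inhibition above the mean of all tested compounds plus 3 SD, set per campaign, cut at about 35% in these data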;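 note: 0% = DMSO wells and 100% = thioflavine S control wells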
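Control set: DMSO versus 110 µM thioflavine S; Material: NS3 helicase fragment of HCV; Measured by: Cy5 fluorescence at 0 and 60 min, beacon hairpin quenching; Read-out basis: percent inhibition from t60/t0 fluorescence ratio; Times: reaction time 60 min, 25 °C; Repeats: single replicate; Compound dosing: single dose, 10.9 µM nominal final, DMSO 0.8% final.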
p-CIP stab down: lowers stability of the mouse p/CIP coactivator protein; Q05BA5; F442A p/CIP-EGFP cells, EGFP fluorescence, 16 h; decrease of EGFP signal, % at 10 µM; actives 0.01% (n = 290,000); AID 1984;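 active = EGFP signal decrease of at least 30% at 10 µM or well 3 SD below plate mean, unless failing retest; inactive = the rest, including hits failing retest or dose response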; note: some compounds called inactive have numbers as strong as hits; many of its hits are not listed in these tables
VIM-2 inhibitor: inhibitors of Pseudomonas aeruginosa VIM-2 metallo-beta-lactamase; purified VIM-2, nitrocefin hydrolysis, epi-absorbance fluorescence; inhibition, % at 5.6 µM; actives 0.89% (n = 290,000);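 active = inhibition above the mean of all tested compounds plus 3 SD, cutoff set per screening run, cut at about 7.5% in these data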;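 note: red hydrolysis product quenches plate fluorescence so inhibitors raise well fluorescence; 0% = enzyme with DMSO and 100% = DMSO without enzyme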
IMP-1 inh: inhibitors of Pseudomonas aeruginosa IMP-1 metallo-beta-lactamase; purified IMP-1, nitrocefin hydrolysis, epi-absorbance fluorescence; inhibition, % at 5.6 µM; actives 0.45% (n = 290,000); AID 1556;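 active = inhibition above the mean plus 3 SD of all compounds in the same screening run, cut at about 4.5% in these data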;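 note: 0% = IMP-1 with DMSO and 100% = DMSO wells lacking enzyme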
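Material – recombinant IMP-1 enzyme, purified · Amount – IMP-1 0.2 nM before substrate addition · Medium – HEPES buffer pH 7.1 with ZnSO4 and Brij 35 · Timing – 25 °C, 15 min preincubation, 25 min reaction · Measured by – plate fluorescence quenching by hydrolysis product, ex 480/em 530 nm · Read-out – percent enzyme inhibition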
GalR3 antag: antagonists of human GalR3 | actives 0.44% (n = 360,000) | AID 651719 | HEK293 GalR3-CNG cAMP membrane potential fluorescence; galR3 body fused to GalR1 C-terminus | O60755 | inhibition, % at 3 µM;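 active = inhibition above the screen-wide average plus 3 SD, cut at about 13% in these data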;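 note: forskolin and galanin both at EC90 stimulate the cells; cAMP rise reported by CNG channel membrane potential dye signal; 0% = forskolin plus galanin with DMSO and 100% = forskolin alone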
IDE cell activ: IDE (human) activation, cell-based | actives 0.073% (n = 340,000) | P14735 | AID 493087 | HEK cells, FAbeta-B cleavage, fluorescence polarization; 0% vehicle, 100% cell-free pure enzyme wells | activation, % at 5.96 µM;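 active = activation above the mean of all tested compounds plus 3 SD, set per screening campaign, cut at about 17% in these data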
Target sequence (P14735 whole entry, looked up): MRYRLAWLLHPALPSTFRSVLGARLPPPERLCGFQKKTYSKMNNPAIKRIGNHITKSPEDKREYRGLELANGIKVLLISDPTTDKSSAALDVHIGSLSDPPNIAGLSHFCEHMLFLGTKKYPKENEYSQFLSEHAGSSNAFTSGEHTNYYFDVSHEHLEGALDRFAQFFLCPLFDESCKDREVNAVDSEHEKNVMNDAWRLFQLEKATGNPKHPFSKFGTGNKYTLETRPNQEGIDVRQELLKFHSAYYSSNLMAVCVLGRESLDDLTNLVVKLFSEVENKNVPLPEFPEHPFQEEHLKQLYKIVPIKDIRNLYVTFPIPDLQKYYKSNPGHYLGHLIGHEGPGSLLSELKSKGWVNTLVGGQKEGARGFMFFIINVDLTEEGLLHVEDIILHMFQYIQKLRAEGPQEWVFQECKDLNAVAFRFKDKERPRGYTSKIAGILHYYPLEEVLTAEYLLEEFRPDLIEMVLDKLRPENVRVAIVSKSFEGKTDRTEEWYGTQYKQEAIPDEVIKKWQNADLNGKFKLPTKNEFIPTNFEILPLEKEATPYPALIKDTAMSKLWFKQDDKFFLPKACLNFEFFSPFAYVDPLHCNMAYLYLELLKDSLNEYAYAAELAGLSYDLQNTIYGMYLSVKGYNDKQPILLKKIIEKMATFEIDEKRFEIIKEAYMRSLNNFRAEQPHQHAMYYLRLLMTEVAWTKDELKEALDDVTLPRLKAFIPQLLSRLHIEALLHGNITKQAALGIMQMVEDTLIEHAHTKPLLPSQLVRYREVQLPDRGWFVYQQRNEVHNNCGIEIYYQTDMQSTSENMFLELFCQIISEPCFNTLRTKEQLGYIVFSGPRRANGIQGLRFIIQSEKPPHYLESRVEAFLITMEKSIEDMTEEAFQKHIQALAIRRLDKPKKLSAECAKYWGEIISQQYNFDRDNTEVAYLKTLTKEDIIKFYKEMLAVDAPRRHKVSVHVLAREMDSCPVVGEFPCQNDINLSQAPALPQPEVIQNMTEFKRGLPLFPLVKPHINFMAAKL
CRFR2-BP antag: CRF-BP/CRF-R2 complex antagonism. HEK293 CRF-R2/CRF-BP, CRF-induced calcium fluorescence. inhibition, % at 11.8 µM. actives 0.59% (n = 350,000). AID 588475;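 active = inhibition of the ligand-induced calcium signal above about 50% at the single tested concentration, limit read from the data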
IDE inh: cellular human IDE inhibition; actives 0.41% (n = 320,000); AID 434962; P14735; inhibition, % at 5.59 µM; HEK cells, FAbetaB cleavage, fluorescence polarization;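 active = percent inhibition above the average of all tested compounds plus 3 SD, set per screening campaign, cut at about 16% in these data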;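 note: IDE supplied by intact live HEK cells; FP after avidin binding of uncleaved biotin substrate so inhibition keeps polarization high; 0% = DMSO wells and 100% = 60 µM reference IDE inhibitor Ii1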
Active calls of the source: *; / = no result given.

no.	UBC9 SUMO inh	NS3 helicase inh	p-CIP stab down	VIM-2 inhibitor	IMP-1 inh	GalR3 antag	IDE cell activ	CRFR2-BP antag	IDE inh	SMILES
1	/	/	/	/	/	-5	0	-10	-2	Cc1ccc(NC(=O)CN2C(=O)NC3(CCCc4ccccc43)C2=O)c(Cl)c1 (stereo unspecified)
2	13	-18	-16	-0.8	-1.9	-2	-1	-22	0	CCOC(=O)c1ccccc1NC(=O)COC(=O)CN1C(=O)C2CC=CCC2C1=O (stereo unspecified)
3	29	10	-158	1.8	0.3	5	9	-13	/	CC(C)(C)c1ccc(OCC(=O)Nc2ccc3c4c(cccc24)C(=O)NC3=O)cc1
4	-8	15	-6	1.0	-1.8	1	6	5	1	Cc1ccccc1OCC(=O)NS(=O)(=O)c1ccc(Cl)cc1
5	5	-1	-19	-2.5	-3.1	-3	2	11	1	COc1ccccc1C(=O)N1CCC(N2CCN(c3ccccc3OC)CC2)CC1
6	/	/	/	/	/	-4	1	32	-1	NC(=O)C1CCN(C(=O)c2ccc(F)c(S(=O)(=O)N3CCOCC3)c2)CC1
7	5	-6	5	-2.7	-2.5	0	3	-9	-4	Clc1ccccc1-c1ccc(/C=N/Nc2nncc(-c3ccccc3)n2)o1
8	11	1	-12	-1.6	-4.2	/	1	1	0	CC(C)CC(=O)NS(=O)(=O)c1ccc(NC(=O)c2ccco2)cc1
9	15	-20	2	-3.1	-1.7	-7	3	8	-4	Cc1cccc(OCCCc2c(C)n[nH]c2C)c1
10	-5	-15	-6	-3.6	-3.7	-13	0	12	3	COc1cccc(OCC(O)CN2CCN(c3ccc(F)cc3)CC2)c1 (stereo unspecified)
11	-11	-2	-27	-1.2	-3.6	0	6	-63	-4	FC(F)Oc1ccccc1/C=N/n1cnc2ccccc21
12	-15	-2	-7	-3.2	-3.7	-1	3	-1	2	COc1ccc(NC(=O)CN2C(=O)NC3(CCCC3)C2=O)cc1Cl
13	0	1	11	-3.9	-1.6	-10	2	-3	2	CC(CCCC(C)(C)O)CC1C2=C(CCCC2=O)OC2=C1C(=O)CCC2 (stereo unspecified)
14	7	-2	-7	-2.0	-3.5	-5	4	-13	5	CCOC(=O)CSc1nnc(CNC(=O)c2ccccc2OC)n1-c1ccc(OC)cc1
15	19	-8	9	-3.9	-3.3	7	-6	-4	5	Cn1nccc1C(=O)Nc1ccccc1C(=O)O
16	-1	-15	-3	-0.9	-2.9	-10	4	-1	1	COc1ccc(-c2csc(N(CC(C)C)C(=O)c3ccco3)n2)cc1
17	/	/	/	/	/	-2	6	0	0	O=C(NC1CC1)C1=C[C@H](c2coc3ccccc3c2=O)C[C@H](OCc2ccc(CO)cc2)O1
18	3	1	-4	-1.1	-0.8	-1	2	-10	8	CS(=O)(=O)N(CCc1ccccc1)CC(=O)NCc1ccccc1Cl
19	/	/	/	/	/	-5	-1	-7	1	CC(=O)Nc1cccc(NC(=O)CSc2nnc3ccc(-c4cccnc4)nn23)c1
20	-9	5	-6	-0.4	-1.2	-1	5	-3	/	Cc1ccc(-n2ncc3c2CC(C)(C)CC3NC(=O)c2c(C)noc2C)cc1 (stereo unspecified)
21	15	21	-7	-1.1	-0.2	-2	3	9	4	O=C(c1ccc(Cl)cc1)N1CCN(C(=O)C2CCCCC2)CC1
22	2	9	-24	-4.4	-4.0	-7	-4	-12	5	Cc1ccc(NC(=S)NCCc2ccc(Cl)cc2)c(C)c1
23	4	10	-13	-1.7	-0.5	0	2	-7	6	Cc1ccc(N2CC(C(=O)Nc3ccc(S(=O)(=O)Nc4nccs4)cc3)CC2=O)cc1C (stereo unspecified)
24	2	6	-6	-1.6	-2.5	-9	0	5	-2	COc1ccc(C(=O)C2CCN(C(=O)c3ccc(F)cc3)CC2)cc1
25	-4	-47	0	-0.9	-3.3	-10	3	-12	-4	NCC/C=C1/c2ccccc2CSc2ccccc21
26	-12	-9	6	-1.6	-2.0	1	-3	2	6	CCOCCCNCc1ccc(OCCC(C)C)c(OC)c1
27	12	3	-10	-0.9	-1.6	-9	1	-11	0	O=C(NC1=NCCS1)c1ccc(C(F)(F)F)cc1
28	/	-48	-10	-0.2	0.0	/	0	35	0	CC(=O)c1ccc(N2CCN(S(=O)(=O)c3ccc(-c4cnc(C5CC5)o4)cc3)CC2)cc1
29	-5	-3	-11	-2.6	-1.8	-5	21*	39	2	C=C(C)COc1ccc(-c2[nH]ncc2Oc2ccc(OC)cc2)c(O)c1
30	4	3	-6	-2.9	-3.8	-4	2	-2	6	CC1=NN(C(C#N)c2c(C)nn(Cc3ccccc3)c2C)C(C)(C)C1 (stereo unspecified)
31	-1	16	-2	-1.4	-0.1	-6	-5	-4	1	CCn1c(SCC(=O)Nc2ccc(C)cc2)nc2nc3c(cc2c1=O)COC(C)(C)C3
32	12	9	3	-5.8	-3.6	-2	-2	14	3	Cc1cc(/C=C(\C#N)C(=O)NCc2ccco2)c(C)n1C1CCCC1
33	/	/	/	/	/	-3	-3	3	-3	COc1ccccc1C(=O)NCCC(=O)NCC(c1ccco1)N1CCCCC1 (stereo unspecified)
34	16	14	-8	-2.1	-1.6	-7	0	2	3	Cc1ccc2nc3c(c(C(=O)OCC(=O)N(C)C4CCS(=O)(=O)C4)c2c1)CCCC3 (stereo unspecified)
35	3	-6	7	-1.0	-1.9	2	3	2	1	O=C(Cn1nnc(-c2ccccc2F)n1)NCCc1ccccc1
36	6	1	-13	-1.6	-2.0	-7	3	15	-2	Cc1onc(-c2c(Cl)cccc2Cl)c1C(=O)NCC1CCCO1 (stereo unspecified)
37	3	0	-1	-0.7	-4.0	-6	0	0	2	CCc1ccccc1NC(=S)N(CCN(C)C)Cc1cccs1
38	10	10	-6	-2.7	-1.5	-2	-1	-5	5	COc1ccc(C(=O)N2CCN(C)C(=O)[C@@H]2C)cc1OC1CCN(C(C)C)CC1
39	0	-5	4	-4.2	-3.7	/	-3	-16	/	CC(C)n1c(SCCCc2ccccc2)nc2c1c(=O)[nH]c(=O)n2C
40	-2	-13	-8	-2.0	-3.4	-7	3	-5	6	Cc1ccc(NC(=O)Cn2c(/C=C/c3ccccc3)nc3ccccc32)cc1C
41	20	3	-10	-5.3	-2.8	-5	6	-23	-2	COc1ccc(-c2nnc(SCc3nnc(-c4ccc(Cl)cc4)o3)n2-c2ccccc2)cc1
42	2	-1	-14	-1.0	-4.2	86*	-1	15	/	COc1ccc(CCNc2ncnc3sc(C)cc23)cc1OC
43	/	/	/	/	/	-1	-5	1	5	COc1ncnc(NS(=O)(=O)c2ccc(N)cc2)c1OC
44	/	/	/	/	/	0	0	1	6	COc1ccc([N+](=O)[O-])cc1NC(=O)C(C)NNC(=O)c1cccc([N+](=O)[O-])c1 (stereo unspecified)
45	23	1	1	-1.2	-2.6	-8	2	-15	-1	Nc1nc(N)c(N=Nc2ccc(SCC(=O)O)cc2)c(=O)[nH]1
46	16	-4	2	0.9	-1.6	-2	1	-3	3	CCn1c(C)cc2c(c1=O)C(c1ccccc1Br)C(C#N)=C(N)O2 (stereo unspecified)
47	-4	0	-3	-3.1	-3.4	2	-1	10	6	COc1ccc(C2C(C(=O)N3CCN(c4ccccc4F)CC3)c3ccccc3C(=O)N2C)cc1 (stereo unspecified)
48	8	13	9	-2.0	-2.0	-4	-3	-5	-4	CCN(Cc1ccncc1)C(=S)Nc1ccc(Cl)cc1
49	/	/	/	/	/	-5	0	9	2	O=C(COC(=O)/C=C/c1ccco1)NCc1ccc(Cl)cc1
50	0	-13	3	-3.4	-3.2	-3	1	-3	5	Cc1nc2c(cnn2-c2ccccc2)c(=O)n1/N=C/c1ccccc1

Carrying on:
no.	UBC9 SUMO inh	NS3 helicase inh	p-CIP stab down	VIM-2 inhibitor	IMP-1 inh	GalR3 antag	IDE cell activ	CRFR2-BP antag	IDE inh	SMILES
51	25	-1	-1	1.1	-1.4	0	6	-51	1	CCOC(=O)c1cc2c(N)c(C(=O)c3cc(C#N)c(SC)nc3C)sc2nc1C
52	22	2	-18	-2.1	-0.3	-2	5	11	6	CC(=O)Nc1cccc(C(=O)N/N=C/c2ccccc2F)c1
53	18	-14	74	-0.8	-2.4	60*	9	-5	-2	Cc1ccccc1Cn1c(C)nc2ccccc21
54	/	/	/	/	/	-6	1	-5	-2	Cc1ccc(S(=O)(=O)N(C)CC(=O)NCC(c2ccco2)N(C)C)cc1 (stereo unspecified)
55	-8	-7	-3	0.5	-1.3	-3	2	6	-1	CCN(CC)S(=O)(=O)c1ccc(S(=O)(=O)Nc2ccc3c(c2)oc2ccccc23)cc1
56	18	-5	-13	1.7	1.9	/	/	/	0	CN(C)CCN1C(=O)C(O)=C(C(=O)c2cc3ccccc3o2)C1c1ccccn1 (stereo unspecified)
57	15	5	-9	-3.1	-2.8	-3	-2	7	8	Cc1ccc(S(=O)(=O)NCCCOC(=O)Nc2ccncc2)cc1
58	4	-3	-16	0.1	-1.3	-1	2	-2	7	Cc1nc([N+](=O)[O-])c(C(=O)OCc2ccccc2C#N)n1C

Just p-CIP stab down and CRFR2-BP antag, for some of the entries so far:
| cpd | SMILES | p-CIP stab down | CRFR2-BP antag |
| --- | --- | --- | --- |
| 24 | COc1ccc(C(=O)C2CCN(C(=O)c3ccc(F)cc3)CC2)cc1 | -6 | 5 |
| 25 | NCC/C=C1/c2ccccc2CSc2ccccc21 | 0 | -12 |

Filtered by structure: the entries above with a Cl atom.
no.	UBC9 SUMO inh	NS3 helicase inh	p-CIP stab down	VIM-2 inhibitor	IMP-1 inh	GalR3 antag	IDE cell activ	CRFR2-BP antag	IDE inh	SMILES
1	/	/	/	/	/	-5	0	-10	-2	Cc1ccc(NC(=O)CN2C(=O)NC3(CCCc4ccccc43)C2=O)c(Cl)c1 (stereo unspecified)
4	-8	15	-6	1.0	-1.8	1	6	5	1	Cc1ccccc1OCC(=O)NS(=O)(=O)c1ccc(Cl)cc1
7	5	-6	5	-2.7	-2.5	0	3	-9	-4	Clc1ccccc1-c1ccc(/C=N/Nc2nncc(-c3ccccc3)n2)o1
12	-15	-2	-7	-3.2	-3.7	-1	3	-1	2	COc1ccc(NC(=O)CN2C(=O)NC3(CCCC3)C2=O)cc1Cl
18	3	1	-4	-1.1	-0.8	-1	2	-10	8	CS(=O)(=O)N(CCc1ccccc1)CC(=O)NCc1ccccc1Cl
21	15	21	-7	-1.1	-0.2	-2	3	9	4	O=C(c1ccc(Cl)cc1)N1CCN(C(=O)C2CCCCC2)CC1
22	2	9	-24	-4.4	-4.0	-7	-4	-12	5	Cc1ccc(NC(=S)NCCc2ccc(Cl)cc2)c(C)c1
36	6	1	-13	-1.6	-2.0	-7	3	15	-2	Cc1onc(-c2c(Cl)cccc2Cl)c1C(=O)NCC1CCCO1 (stereo unspecified)
41	20	3	-10	-5.3	-2.8	-5	6	-23	-2	COc1ccc(-c2nnc(SCc3nnc(-c4ccc(Cl)cc4)o3)n2-c2ccccc2)cc1
48	8	13	9	-2.0	-2.0	-4	-3	-5	-4	CCN(Cc1ccncc1)C(=S)Nc1ccc(Cl)cc1
49	/	/	/	/	/	-5	0	9	2	O=C(COC(=O)/C=C/c1ccco1)NCc1ccc(Cl)cc1

Screening data as filed in PubChem BioAssay.
